Compound activity as filed in PubChem BioAssay.
Bim-Mcl-1: inhibitors of Bim peptide binding to Mcl-1, primary screen, biochemical, bead-based flow cytometry, multiplex; Induced myeloid leukemia cell differentiation protein Mcl-1 (Homo sapiens), Q07820; Bim peptide-Mcl-1 binding; inhibition, % at 10 µM; 0.1% of 190,000 active; AID 1009, 2008; in the data active = inhibition above about 40%;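 note: 0% = no compound tracer wells and 100% = peptide blocker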
Mcl1 Bid PPI: Mcl-1/Bid binding inhibitors, primary screen, biochemical, TR-FRET, 1536-well; Induced myeloid leukemia cell differentiation protein Mcl-1 (Homo sapiens), Q07820; TR-FRET Mcl-1/Bid-Dy647 peptide binding; inhibition, % at 21.7 µM; 0.97% of 220,000 active; AID 1021, 2008;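 active = compounds that cut the binding signal by more than half at the single screening dose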;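 note: His-tagged Mcl-1 with europium anti-His antibody binding Bid BH3 peptide; 0% = Mcl-1 plus peptide wells and 100% = peptide-only wells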
RGS4-Gao reg: modulators of RGS4 binding to Galphao, primary screen, biochemical, multiplexed bead flow cytometry; binding response (% of control), % at 10 µM; Guanine nucleotide-binding protein G(o) subunit alpha (Homo sapiens), P09471; AID 1415, 2008; 0.33% of 220,000 active; actives lie on both sides; in the data active = binding response below about 49% or above about 150%; inactive = in between;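 note: fluorescent Galphao activated with aluminum fluoride binding bead-coupled RGS4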
Pf gametocyte: late stage P. falciparum gametocyte viability inhibitors, primary screen, ATP luminescence, HTS | P. falciparum stage V gametocytes, 24 h | 0.065% of 150,000 active | inhibition, % at 10.9 µM;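 active = inhibition above the mean plus 3 SD of compounds within the control limits, set per campaign, cut at about 38% in these data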;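 note: 0% = DMSO wells and 100% = medium only without gametocytes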
RGS8-Gao: RGS8-Galphao binding modulators, primary screen, biochemical, multiplexed bead flow cytometry. 0.34% of 220,000 active. response (percent of control binding), % at 10 µM. Guanine nucleotide-binding protein G(o) subunit alpha (Homo sapiens), P09471. actives lie on both sides; in the data active = response below about 60% or above about 140%; inactive = in between;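 note: Galphao activated as the GDP aluminium fluoride complex binding bead-coupled RGS8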
Mcl1-Noxa inh: Mcl-1/Noxa binding inhibitors, primary screen, biochemical, TR-FRET, 1536-well. Induced myeloid leukemia cell differentiation protein Mcl-1 (Homo sapiens), Q07820. TR-FRET Mcl-1/Noxa peptide binding, 2 h. inhibition, % at 21.7 µM. 1.5% of 220,000 active. AID 1022, 2008;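 active = compounds that cut the protein-peptide binding signal by more than 50% relative to plate controls in a single-dose test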;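 note: His-tagged Mcl-1 with rhodamine Noxa BH3 peptide and terbium anti-His antibody; 0% = Mcl-1 plus Noxa peptide wells and 100% = peptide-only wells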
ABCG2 block: ABCG2 efflux pump inhibitors, primary screen, multiplex with ABCB1, IgMXP3 cells, flow cytometry; 0.1% of 190,000 active; Broad substrate specificity ATP-binding cassette transporter ABCG2 (Homo sapiens), Q9UNQ0; AID 1325, 2008; JC-1 efflux; inhibition, % at 6.6 µM;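 active = inhibition above 80%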;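 note: 0% = DMSO and 100% = nicardipine control wells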
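Test system: IgMXP3 (ABCG2) plus far-red-tagged CCRF-Adr (ABCB1) cells. Reagent: JC-1 dye as substrate. Timing: 10 min exposure at 25 °C with rotation, no wash. Measured by: flow cytometric JC-1 green MFI at 530 nm. Read-out: percent efflux inhibition, scaled nicardipine 100% to DMSO 0%. Control set: nicardipine and DMSO wells.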
ABCB1 block: ABCB1 efflux pump inhibitors, primary screen, cell-based, multiplex, flow cytometry, ABCG2 counter-screen. CCRF-Adr cells, JC-1 efflux. inhibition, % at 6.6 µM. 0.067% of 190,000 active; in the data active = inhibition above about 40%;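 note: 0% = vehicle and 100% = reference inhibitor; higher value means more JC-1 retained so stronger ABCB1 efflux block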
Target sequence (P08183 whole entry, looked up): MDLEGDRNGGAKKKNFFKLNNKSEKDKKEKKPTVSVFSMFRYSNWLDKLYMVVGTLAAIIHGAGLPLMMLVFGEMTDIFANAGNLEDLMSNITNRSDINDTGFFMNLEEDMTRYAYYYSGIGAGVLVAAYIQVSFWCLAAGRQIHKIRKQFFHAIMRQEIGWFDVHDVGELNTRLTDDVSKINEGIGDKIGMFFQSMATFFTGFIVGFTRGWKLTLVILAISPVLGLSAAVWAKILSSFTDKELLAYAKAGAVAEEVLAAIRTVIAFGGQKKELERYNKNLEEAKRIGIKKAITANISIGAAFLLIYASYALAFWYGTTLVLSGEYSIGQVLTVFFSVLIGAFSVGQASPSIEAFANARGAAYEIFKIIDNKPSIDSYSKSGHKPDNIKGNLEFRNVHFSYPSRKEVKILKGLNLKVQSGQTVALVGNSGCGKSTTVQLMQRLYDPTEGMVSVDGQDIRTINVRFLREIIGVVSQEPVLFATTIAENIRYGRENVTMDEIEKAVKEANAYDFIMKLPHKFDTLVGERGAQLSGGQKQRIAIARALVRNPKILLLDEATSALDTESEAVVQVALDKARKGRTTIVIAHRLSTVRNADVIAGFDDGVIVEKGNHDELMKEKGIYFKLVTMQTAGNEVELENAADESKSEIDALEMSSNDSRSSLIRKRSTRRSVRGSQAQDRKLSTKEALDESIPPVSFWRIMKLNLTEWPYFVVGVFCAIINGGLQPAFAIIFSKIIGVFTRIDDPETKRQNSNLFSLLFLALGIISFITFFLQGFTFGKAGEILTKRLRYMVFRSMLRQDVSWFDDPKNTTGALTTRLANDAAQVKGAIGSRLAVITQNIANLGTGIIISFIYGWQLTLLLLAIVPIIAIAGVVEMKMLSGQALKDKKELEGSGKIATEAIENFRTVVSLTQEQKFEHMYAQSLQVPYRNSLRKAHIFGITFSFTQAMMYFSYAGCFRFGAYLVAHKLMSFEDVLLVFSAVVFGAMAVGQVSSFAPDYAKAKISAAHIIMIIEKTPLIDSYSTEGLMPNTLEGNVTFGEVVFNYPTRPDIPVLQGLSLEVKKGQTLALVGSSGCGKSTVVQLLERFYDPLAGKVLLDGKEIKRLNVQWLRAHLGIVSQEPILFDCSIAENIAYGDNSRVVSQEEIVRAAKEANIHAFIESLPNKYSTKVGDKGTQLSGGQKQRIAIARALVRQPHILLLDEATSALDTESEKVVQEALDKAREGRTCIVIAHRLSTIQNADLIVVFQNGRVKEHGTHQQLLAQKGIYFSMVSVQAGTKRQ
Avidin bead fluor: green autofluorescence of compounds with avidin beads – biophysical, 488/530 nm, flow cytometry, artefact control, profiling panel; compound fluorescence 488/530 nm; stronger effect = higher value; fluorescence (KMESF) at 10 µM; 0.38% of 220,000 active; AID 1775, 2009; in the data active = fluorescence above about 47; note: inactives centre near 10
GSH bead fluor: compound fluorescence on glutathione beads, profiling panel, artefact control, biophysical, 488/530 nm, flow cytometry; GSH beads flow cytometry, compound fluorescence 488/530 nm; stronger effect = higher value; fluorescence (KMESF) at 10 µM; 0.25% of 190,000 active; in the data active = fluorescence above about 89;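 note: glutathione beads carrying GST-tagged Bcl family fusion proteins plus one bare bead set; values are compound well signal with DMSO vehicle wells as background; inactives centre near 16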
RGS7-Gao reg: RGS7-Galphao binding modulators, primary screen, biochemical, multiplexed bead flow cytometry | actives lie on both sides | binding response (% of control), % at 10 µM | 0.35% of 220,000 active; in the data active = binding response below about 49% or above about 150%; inconclusive = no clear call, values can overlap the other calls; inactive = in between;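 note: fluorescent Galphao held in activated GDP-AlF4 state binding bead-coupled RGS7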
* hit, by the source's call; ? = inconclusive; nt = no result given. Hits appear at their usual frequency; overall some 3.3% were active at least once.

Each structure is followed by: Bim-Mcl-1	Mcl1 Bid PPI	RGS4-Gao reg	Pf gametocyte	RGS8-Gao	Mcl1-Noxa inh	ABCG2 block	ABCB1 block	Avidin bead fluor	GSH bead fluor	RGS7-Gao reg
OCCN(CCO)CC(O)CN(c1ccccc1)c1ccccc1 (centres undefined)
    nt	-38	101	6	102	5	nt	nt	6	nt	?
O=C(CN1CCN(C2CCCCC2)CC1)c1c[nH]c2ccccc12
    0	-11	94	nt	97	29	2	0.7	11	22	94
C=CCCCCCCCCC(=O)NN
    0	-9	103	nt	98	-17	1	0.4	18	32	99
CCCCC(=O)NC1=C(C(=O)OC)SCC1
    -3	-23	99	nt	100	14	0	-0.1	15	19	98
CC(C)(C)C(=O)NCCc1nc2ccccc2n1CC(=O)c1ccc(Cl)cc1
    -1	-11	nt	nt	nt	-10	1	1.1	nt	17	nt
Cn1c(Cn2c(=O)sc3ccccc32)nnc1SCc1ccccc1F
    0	-7	101	nt	100	0	-1	0.0	7	18	103
O=C(NCc1ccccc1)NC1CC2CCC(C1)N2Cc1ccco1 (centres undefined)
    -2	-23	105	11	100	0	-4	-2.3	6	34	102
Cc1c(CCO)c(=O)n(-c2ccccc2)n1S(=O)(=O)c1ccc(F)cc1
    0	-16	102	nt	100	-1	7	1.4	15	21	104
CCCCCCOc1ccc(/C=c2\s/c(=C(/C#N)C(=O)NCc3ccco3)n(-c3ccccc3)c2=O)cc1
    1	-26	100	10	101	6	0	-0.3	13	10	98
NC(=O)NC(=O)CSc1ccccc1
    1	-11	112	23	104	1	3	1.0	10	25	?
O=C(O)C1=C[C@@H](C2CCCCC2)C[C@@H](OCc2ccc(CO)cc2)O1
    0	44	96	nt	97	0	7	2.0	6	21	97
Cc1ccc(NC(=O)Cn2nc(C)c([N+](=O)[O-])c2C)cc1C
    -1	-12	100	5	99	9	21	0.3	9	16	?
O=C(O)c1cccc(S(=O)(=O)Nc2ccccc2N2CCOCC2)c1
    nt	-36	107	-34	100	3	nt	nt	10	nt	?
COC(=O)c1sccc1Oc1ccc(Cl)cc1N1C(=O)CCC1=O
    nt	-19	99	3	99	1	nt	nt	7	nt	?
CC(C)c1ccccc1NC(=O)c1cccc(NC(=O)c2ccccc2)c1
    -3	-1	97	nt	98	8	2	-0.1	22	23	98
NS(=O)(=O)c1ccc(NC(=O)COC(=O)COc2ccccc2)cc1
    -1	-28	103	11	102	3	2	0.3	9	8	105
O=C(COC(=O)c1ccc(Cl)c(S(=O)(=O)N2CCCCC2)c1)NCC1CCCO1 (centres undefined)
    -6	6	96	6	99	10	2	0.3	6	16	93
COc1ccc(-c2cc(-c3ccc(N)cc3)nc(N)c2C#N)cc1OC
    2	-35	99	-6	101	6	-1	-0.8	9	9	100
N#Cc1ccc(OCC(=O)N/N=C/C2CC=CCC2)cc1 (centres undefined)
    1	-18	101	6	102	24	6	0.3	9	14	?
C=CCNc1nnc(SC2CC(=O)N(c3ccc(OC)cc3)C2=O)s1 (centres undefined)
    -1	-78	100	5	99	14	2	0.6	14	8	101
Cc1ccc(C)c(NC(=O)CSc2nnc(-c3n[nH]c4ccccc34)o2)c1
    -5	-6	103	nt	102	-32	9	0.1	14	5	103
COc1ccc(/C=N/NC(=O)c2cccc(Br)c2)cc1CSc1ccccn1
    0	-32	99	-16	99	6	0	0.0	4	8	104
CCOc1ccc2oc(C(=O)NC(C)(C)CC)c(C)c2c1
    -2	-3	101	nt	103	8	4	0.8	22	11	101
COCCNC(=O)/C(C#N)=C/c1cc(C)n(C2CCCCC2)c1C
    0	-36	99	5	101	16	7	0.6	9	13	100
CCN(CC)c1ccc(-n2c(C)cc(C=O)c2C)cc1
    -3	-52	101	3	100	18	1	0.1	8	62	99
CN(C)S(=O)(=O)c1ccc(S(=O)(=O)N(CC(=O)Nc2ccccc2)CC2CCCO2)cc1 (centres undefined)
    -3	-49	97	-21	95	-20	7	1.0	1	21	100
CNS(=O)(=O)c1cccc(C(=O)OCC(=O)C23CC4CC(CC(C4)C2)C3)c1
    3	-28	105	-4	103	-3	1	0.1	12	9	103
CCOC(=O)Cn1c(=O)oc2cc(S(=O)(=O)N(C)Cc3ccco3)ccc21
    -4	-12	106	nt	102	25	0	-1.4	7	21	103
CC1=NN(C(=O)COc2cc(C)ccc2C(C)C)C(O)(c2ccccc2)C1 (centres undefined)
    nt	-7	103	-5	100	-3	nt	nt	11	nt	?
CCOC(=O)C(=O)Nc1nnc(Cc2ccc(OC)c(OC)c2)s1
    -1	-14	101	nt	103	8	2	0.3	5	18	102
COc1ccc(F)cc1C(=O)C1CCCN(C(=O)C2=C(C)OCCO2)C1 (centres undefined)
    -5	-20	102	14	99	-1	3	2.0	3	10	97
COc1ccc2c(c1OC)C(=O)N(c1ccccc1)C2=O
    1	-15	103	nt	104	-22	2	0.3	11	10	109
C#CCOCCOCCOCCNc1nc(N2CCN(C(=O)C([C@@H](C)CC)n3cc(C(N)CC(C)C)nn3)CC2)nc(N2CCN(C(=O)[C@H](CCC(=O)O)n3cc(C(N)Cc4ccc(O)cc4)nn3)CC2)n1 (some centres undefined)
    0	7	95	nt	98	10	-1	0.2	7	19	96
CCCCNC(=O)c1cc2cc(OC)ccc2[nH]1
    nt	-25	101	1	100	11	nt	nt	7	nt	?
CC(C)C(=O)OCC(=O)Nc1ccc(N=Nc2ccccc2)cc1
    -1	-3	102	-8	102	12	4	0.5	8	19	103
COc1cc2c(cc1OC)C(C)N(C(=O)c1cc3c(s1)-c1ccccc1OC3)CC2 (centres undefined)
    0	7	79	nt	95	-21	9	4.2	5	15	76
CCC1(C)Cc2ccccc2-c2nc(NCCO)n(-c3ccccc3)c(=O)c21 (centres undefined)
    0	-2	101	1	104	3	1	0.3	24	19	104
CCOC(=O)c1ccc(NC(=O)CCC2COc3ccccc3O2)cc1 (centres undefined)
    0	4	106	-18	103	4	5	0.8	29	17	100
CCCNC(=O)c1c(CSc2ccccc2)noc1C(=O)NCc1ccccc1
    nt	-35	99	4	99	1	nt	nt	9	nt	?
CCOC(=O)C(NC(=O)CC)(Nc1ccc(S(=O)(=O)Nc2onc(C)c2C)cc1)C(F)(F)F (centres undefined)
    4	-5	101	10	104	22	1	0.3	8	5	102

The last 2 compounds of the section above lead into the next.
Each structure is followed by: Bim-Mcl-1	Mcl1 Bid PPI	RGS4-Gao reg	Pf gametocyte	RGS8-Gao	Mcl1-Noxa inh	ABCG2 block	ABCB1 block	Avidin bead fluor	GSH bead fluor	RGS7-Gao reg
CCCNC(=O)c1c(CSc2ccccc2)noc1C(=O)NCc1ccccc1
    nt	-35	99	4	99	1	nt	nt	9	nt	?
CCOC(=O)C(NC(=O)CC)(Nc1ccc(S(=O)(=O)Nc2onc(C)c2C)cc1)C(F)(F)F (centres undefined)
    4	-5	101	10	104	22	1	0.3	8	5	102
COc1ccc(NC(=O)CN2CCN(C3c4ccccc4-c4ccccc43)CC2)cc1
    -1	-13	108	0	105	8	2	0.9	37	10	104
CCC(C)(C)n1nnnc1CN1CCN(c2nc3ccc(C)cc3cc2C#N)CC1
    0	-8	98	20	99	-3	1	0.5	13	58	98
O=C(CSc1cccc2cccnc12)OCC(=O)c1ccc(Br)cc1
    -4	-29	91	nt	87	-9	0	0.1	4	55	90
C=CCn1c(SCC(=O)NC2CCCCC2)nnc1-c1ccc(OC)cc1
    -4	-9	102	-4	102	6	4	1.9	6	25	100
Nc1ccccc1C(=O)/C=C/c1ccc2c(c1)OCO2
    -2	-3	101	11	123	-5	17	0.2	9	19	100
CCCOC(=O)Cc1c(O)c2ccccc2[nH]c1=O
    2	-32	97	10	99	-1	1	0.3	5	19	97
Cc1ccc2nc(NCc3ccccc3)[nH]c2c1
    0	-32	99	3	110	17	1	-0.7	5	38	101
O=C1CC(c2ccccc2)CC(O)=C1C=Nc1cccc(Cl)c1 (centres undefined)
    -4	-9	107	17	104	10	44	1.8	15	11	109
O=C(Cc1ccc(Cl)cc1)Nc1cccc(-c2nnc(-c3ccco3)o2)c1
    -3	42	103	-48	105	12	3	0.2	15	23	106
Cc1nc(N2CCOCC2)[nH]c(=O)c1C(O)C(Cl)(Cl)Cl (centres undefined)
    nt	-15	99	-4	99	4	nt	nt	8	nt	?
O=C(Nc1nc(-c2cccnc2)cs1)c1ccc([N+](=O)[O-])cc1
    nt	0	103	4	100	11	nt	nt	8	nt	?
